HEK293 tox: cytotoxic in the GLP-1 receptor inverse agonist counter-screen | 0.13% of 410,000 active | HEK293 cAMP-luciferase reporter cells, luminescence, 24 h | Potency, µM (doses to about 38.3 µM), for the others: at the highest dose activity change, negative = inhibition, usual class: inhibitors;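 also: loss of luciferase light is scored as toxicity; potency is read from the fitted curve at half-maximal effect; % is scaled to controls: 0 for no effect and ±100 for the full control effect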
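To flag toxic compounds, the library was rerun on cells for 24 hr at 37 deg C and 5% CO2. Viability-linked luminescence was captured 12 min after adding luciferase detection reagent.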
TDP43 rescue: inhibitors of TDP-43 toxicity in yeast | 1.8% of 410,000 active | TDP-43 expressing yeast growth rescue, BacTiter-Glo, 24 h | Potency, µM (doses to about 46.1 µM), for the others: at the top dose growth rescue (activation), actives largely listed as activators; also: potency is read from the fitted curve at half-maximal effect; % of control where 0% means no effect; nearly all actives have a fitted effect of over 50% in size
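Luminescence from BacTiter-Glo reports growth of TDP-43-expressing yeast after 24 hr at 30 deg C with compound. Cells were raffinose-pregrown to mid-log, then seeded in galactose medium at OD600=0.02.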
aSyn rescue: alpha-synuclein toxicity inhibition in yeast; 0.14% of 370,000 active; Potency, µM (series often up to 46.1 µM), for inactives: at the top dose growth rescue (activation), usual class: activators; Yeast expressing alpha-synuclein, growth rescue, BacTiter-Glo, 24 h; also: potency is read from the fitted curve at half-maximal effect; % of control where 0% means no effect; nearly all actives have a fitted effect of over 65% in size
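Readout is rescue of growth in alpha-synuclein-expressing yeast, so inhibitors of toxicity appear as activators. Growth after 24 hr at 30 deg C in galactose medium is quantified by luminescence.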
Abeta rescue: compounds reversing amyloid beta toxicity in yeast; Potency, µM (top dose mostly 46.1 µM), without a hit: top-dose growth rescue, usual class: activators; 0.063% of 410,000 active; AID 1347071; yeast expressing A-beta42, growth rescue, OD600, 48 h; response scale: 0% DMSO, 100% iron-clioquinol control; also: potency is read from the fitted curve at half-maximal effect; nearly all actives have a fitted effect of over 55% in size
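Growth rescue measured by 600 nm absorbance after 48 h yeast culture at 30 C with compound. Values normalized between DMSO and an equimolar ferric chloride plus clioquinol control.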
FUS yeast rescue: rescues growth of FUS-expressing yeast; S. cerevisiae FUS-expressing, growth rescue, OD600, 24 h; Potency, µM (doses to about 76.6 µM), for inactives: top-dose growth rescue (activation), most hits filed as activators; 0.24% of 390,000 active; AID 1347120;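 also: potency is read from the fitted curve at half-maximal effect; plate controls were DMSO vehicle for no effect and reference control for full effect; nearly all actives have a fitted effect of over 55% in size; some results filed as inactive show a strong effect at the top dose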
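Read-out: OD at 600 nm after 24hr at 30C, reporting rescue of FUS-induced yeast toxicity. Cells at OD 0.005 in galactose (2%) minimal medium; compounds tested in a dilution series; CP55940 titration from 92uM final as control.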
PTHR1 agonist: PTHR1 (human) receptor agonism; Q03431; Potency, µM (highest dose often 115 µM), without a hit: top-dose activation, most hits filed as activators; HEK293 GP2 PTHR1 cells, GloSensor cAMP luminescence, 1 h; 0.075% of 410,000 active; also: potency is read from the fitted curve at half-maximal effect; nearly all actives have a fitted effect of over 55% in size; some results filed as inactive show a strong effect at the top dose; inactives centre near -15; many of its hits are not listed in these tables
Target sequence (Q03431 whole entry, looked up): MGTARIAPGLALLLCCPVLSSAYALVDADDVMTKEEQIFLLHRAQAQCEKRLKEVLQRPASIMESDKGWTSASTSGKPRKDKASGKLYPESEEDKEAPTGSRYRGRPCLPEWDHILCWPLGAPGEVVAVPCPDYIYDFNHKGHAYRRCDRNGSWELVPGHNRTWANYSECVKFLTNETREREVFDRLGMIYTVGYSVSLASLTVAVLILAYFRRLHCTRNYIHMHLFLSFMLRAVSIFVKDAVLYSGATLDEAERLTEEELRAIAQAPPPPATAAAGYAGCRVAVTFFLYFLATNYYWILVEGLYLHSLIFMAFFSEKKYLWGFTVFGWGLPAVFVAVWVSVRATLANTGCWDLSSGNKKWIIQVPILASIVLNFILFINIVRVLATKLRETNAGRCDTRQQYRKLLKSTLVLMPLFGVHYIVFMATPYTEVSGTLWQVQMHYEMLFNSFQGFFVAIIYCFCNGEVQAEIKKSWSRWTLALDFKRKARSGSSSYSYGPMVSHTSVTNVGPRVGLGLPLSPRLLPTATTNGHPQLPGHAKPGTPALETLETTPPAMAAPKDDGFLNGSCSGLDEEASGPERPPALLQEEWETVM
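HEK-293-derived GP2 cells expressing PTHR1 and a GloSensor cAMP reporter, 3,000/well, plated overnight, given luciferin plus IBMX (each 0.5 mM as added) for 1 h at 37 °C, then compound for 1 h at 37 °C. Luminescence was read after 15 min at room temperature.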
GLP-1R inv ag: inverse agonists of human GLP-1 receptor; P43220; HEK293 GLP-1R CRE-luciferase, luminescence, 24 h; GLP-1R form is constitutively active; Potency, µM (highest dose often 38.3 µM), without a hit: at the highest dose activity change, negative = inhibition, actives largely listed as inhibitors; 1.6% of 410,000 active; also: potency is read from the fitted curve at half-maximal effect; % is scaled to controls: 0 for no effect and ±100 for the full control effect; nearly all actives have a fitted effect of over 55% in size
Target sequence (P43220 whole entry, looked up): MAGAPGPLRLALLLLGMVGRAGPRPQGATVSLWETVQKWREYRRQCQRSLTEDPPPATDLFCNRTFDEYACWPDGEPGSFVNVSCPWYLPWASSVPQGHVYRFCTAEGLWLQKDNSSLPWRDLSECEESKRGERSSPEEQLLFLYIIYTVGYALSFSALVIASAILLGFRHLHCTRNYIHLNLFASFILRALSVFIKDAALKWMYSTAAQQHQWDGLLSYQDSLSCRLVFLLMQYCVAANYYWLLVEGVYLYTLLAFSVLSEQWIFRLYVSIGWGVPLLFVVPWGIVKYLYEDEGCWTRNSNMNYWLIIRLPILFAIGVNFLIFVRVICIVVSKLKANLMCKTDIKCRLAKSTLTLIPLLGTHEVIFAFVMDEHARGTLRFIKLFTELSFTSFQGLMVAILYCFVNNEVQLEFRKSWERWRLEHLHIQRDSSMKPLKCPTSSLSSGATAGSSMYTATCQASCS
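Readout was luciferase luminescence, measured 12 min after detection reagent at room temperature. Beforehand, GLP-1R reporter HEK293 cells had sat 12 h, then received compounds for 24 hr at 37 deg C.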
Mm-Cpn inhibitor: inhibitors of Methanococcus maripaludis chaperonin (MmCpn). 0.031% of 330,000 active. purified Mm-Cpn ATPase, ADP Transcreener TR-FRET. Potency, µM (titrated, usually from 76.9 µM), for inactives: at the top dose activity, negative = inhibition, actives largely listed as inhibitors. AID 504842; also: potency is read from the fitted curve at half-maximal effect; % is scaled to controls: 0 for no effect and ±100 for the full control effect; nearly all actives have a fitted effect of over 80% in size
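ATPase turnover read by TR-FRET ADP competition (Eu cryptate antibody/ADP-d2, 665/590 nm): 10uM ATP final, 25nM Mm-CPN final, 30 min 37degC after 10-min compound preincubation, pH 7.4 Tris/KCl/MgCl2/DTT buffer.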
pAkt inh: inhibitors of Akt phosphorylation; Neuro2A IGF-stimulated pAkt S473 HTRF, 20 min; active compounds read low; activity change, % for hits at 50 µM; 0.32% of 360,000 active; AID 651550; in the data active = activity change below about -80%; inconclusive = mostly about -51% to -80%; also: % is scaled to controls: 0 for no effect and ±100 for the full control effect
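Neuro2A cells (4,500/well, DMEM with 0.5% FBS) were treated with compound at a single 50 µM final concentration, stimulated with 6 nM IGF for 20 min at 37 °C, and lysed. Phospho-Akt Ser473 was read by HTRF as 665/615 ratio ×10^4.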
Starred values were filed as active, the others as inactive; i = inactive; ? = inconclusive; / = no result given; [ ] = dose if it differs, or a comment. Unless noted, calls follow the shape of the dose curve; as a rule, active = well fitted curve in the direction sought with a large enough effect; inconclusive = small, poorly fitted or top-dose-only effect, or another doubt; inactive = no such curve, though single readings can be large; an effect the other way counts as inactive or inconclusive. Only part of the results is shown. The share of hits here may be higher or lower than overall.

mol	Abeta rescue	aSyn rescue	FUS yeast rescue	pAkt inh	PTHR1 agonist	GLP-1R inv ag	HEK293 tox	Mm-Cpn inhibitor	TDP43 rescue
Cc1cccc(N(CC(O)CON=C2c3ccccc3-c3ccccc32)S(C)(=O)=O)c1 (stereo not drawn)	-21.3%	?	33.2%	i	i	?	8.4%	-0.7%	?
COc1cc2c3nnc(-c4ccccc4)c-3cn(Cc3ccccc3F)c2cc1OC	-9.9%	2.3%	12.6%	i	i	25.8%	4.0%	0.5%	10.5%
Cc1ccc(C2=CC(c3ccccc3C)n3c(nc4ccccc43)N2)cc1 (stereo not drawn)	4.7%	/	43.0%	/	-33.5%	?	124.2%[activator]	/	10µM*
O=C(Nc1cccc(S(=O)(=O)N2CCCCC2)c1)c1ccco1	-4.2%	-1.8%	-6.5%	i	-28.8%	-6.1%	1.8%	-0.6%	22.8%
O/N=C/c1cc(Br)cs1	-1.5%	6.5%	26.2%	i	i	14.0%	0.3%	2.0%	13.3%
O=c1c2ccccc2nnn1COc1cccc(Cl)c1	3.1%	14.3%	-29.5%	i	-22.9%	-13.6%	5.6%	0.9%	17.0%
CC(C)Cc1nnc(NC(=O)Cc2ccc([N+](=O)[O-])cc2)s1	4.4%	0.8%	-0.4%	i	i	-6.9%	6.2%[1.53 µM]	-1.0%	10.0%
O=C(COc1ccccc1Cl)Nc1cccc(S(=O)(=O)NC2=NCCCCC2)c1	1.9%	-0.8%	31.6%	i	-23.7%	-14.6%	8.2%	-0.1%	-0.1%
COc1cccc(CNC(=O)Cc2ccc(NC(=O)C3=C(C)OCCS3)cc2)c1	8.3%	-7.9%	19.9%	i	-24.4%	-27.1%	-11.6%	-0.1%	3.0%
Cc1cccc(NC(=O)CNC(=O)c2cccc(-n3cccc3)c2)c1C	2.2%	7.2%	23.8%	i	i	-6.2%	14.9%	0.1%	-10.4%
COc1cccc(C(=O)N/N=C/c2cn[nH]c2-c2ccc(OC)cc2OC)c1	15.3%	-2.6%	12.5%	i	i	0.5%	9.7%	1.9%	12.3%
CCOC(=O)[C@]12CCC=C1N(Cc1cccc3ccccc13)C(=O)[C@H](CC(=O)NCCC(C)C)C2	-3.2%	0.0%	?	i	-15.1%	?	-3.9%	/	10.4%
COc1cc2c(C(=O)N3CCN(c4ccccc4F)CC3)cn(C)c(=O)c2cc1OC	9.1%	3.2%	18.4%	i	?	10.7%	-32.3%	-0.3%	11.4%
COc1ccc(NC(=O)c2cc(-c3ccc(C)cc3)on2)cc1	12.1%	-1.4%	2.7%	i	-8.9%	3.2%	-3.9%	4.0%	/
O=C(Cn1cnc2c(nnn2Cc2ccc(Cl)cc2)c1=O)OCc1ccccc1	?	-12.1%	-15.0%	i	-29.2%[57.5 µM]	-0.9%	4.7%	-0.6%	0.9%
O=C(NNC(=O)c1ccc(Cl)c([N+](=O)[O-])c1)c1ccncc1	10.5%	-4.2%	0.9%	i	i	9.2%	2.1%	1.3%	5.1%
COC(=O)c1csc(C2OC(CO)C(O)C2O)n1 (stereo not drawn)	9.9%	-3.1%	-10.9%	i	i	-9.5%	-4.8%	/	0.0%
CCOC(=O)C1CCN(c2cc3c(cc2NC(=O)c2cc(OC)ccc2Br)n(C)c(=O)n3C)CC1	-9.8%	2.8%	-4.0%	i	-8.0%	27.6%	42.2%[activator]	-2.1%	?
O=C(CSc1nc(=O)n(CCCN2CCOCC2)c2c1CCCC2)Nc1cccc(Cl)c1	-3.0%	-1.3%	22.4%	i	-9.7%	-28.5%	6.6%	0.6%	10.3%
CCCn1nnc(NC(=O)/C=C/c2ccco2)n1	-2.1%	-4.9%	16.4%	i	i	19.7%	3.3%	-1.1%	-20.6%
CCOC(=O)c1c(C)[nH]c(C(=O)OCC(=O)NCc2ccccc2)c1C	4.4%	-0.4%	0.0%	i	-24.5%	?	-19.4%	-5.3%	25.9%
O=C1N(Cc2cccnc2)C[C@@H]2C[C@@H](c3cccc(C(F)(F)F)c3)N3CCC[C@@]123	-14.1%	5.5%	4.5%	i	-3.0%	5.4%	-1.6%	-3.6%	-10.5%
COc1ccc(N2CCN(C(=O)c3c(-c4c(F)cccc4Cl)noc3C)CC2)cc1	4.5%	12.5%	/	i	-19.8%	-19.2%	7.6%	0.2%	?
CC(C)c1ccc(N(CC(=O)NN=C2CCN(C)CC2)S(=O)(=O)c2ccccc2)cc1	-12.3%	-1.9%	25.9%	i	i	-18.5%	-16.8%	-6.2%	9.7%

By substructure: the compounds so far with bromine.
mol	Abeta rescue	aSyn rescue	FUS yeast rescue	pAkt inh	PTHR1 agonist	GLP-1R inv ag	HEK293 tox	Mm-Cpn inhibitor	TDP43 rescue
O/N=C/c1cc(Br)cs1	-1.5%	6.5%	26.2%	i	i	14.0%	0.3%	2.0%	13.3%
CCOC(=O)C1CCN(c2cc3c(cc2NC(=O)c2cc(OC)ccc2Br)n(C)c(=O)n3C)CC1	-9.8%	2.8%	-4.0%	i	-8.0%	27.6%	42.2%[activator]	-2.1%	?

New compounds follow.
mol	Abeta rescue	aSyn rescue	FUS yeast rescue	pAkt inh	PTHR1 agonist	GLP-1R inv ag	HEK293 tox	Mm-Cpn inhibitor	TDP43 rescue
Cc1ccc(C(=O)NCc2nc3ccccc3[nH]2)o1	0.8%	-3.3%	-3.6%	i	i	-13.2%	-7.2%	-3.3%	2.9%
CCN(c1ccccc1)S(=O)(=O)c1cccc(C(=O)O)c1	-16.2%	-3.5%	22.8%	i	-4.8%[57.5 µM]	-0.1%	15.5%	1.2%	-21.1%
CCOc1ccccc1CNn1cnnc1	6.2%	4.8%	0.3%	i	-13.6%	-0.2%	-11.4%	/	11.1%
CCOc1ccccc1NC(=O)Nc1cccc(NC(C)=O)c1	-21.0%	-3.9%	19.5%	i	i	-15.8%	1.7%	-0.9%	-24.6%
CO[C@@H]1CN(C)C(=O)c2cc(NC(=O)Nc3ccc(Cl)cc3)ccc2OC[C@H](C)NC[C@H]1C	7.3%	5.8%	-0.8%	i	i	-19.5%	-1.2%	/	?
O=C(CSc1nc2cc(S(=O)(=O)N3CCOCC3)ccc2o1)NC1CCCc2ccccc21 (stereo not drawn)	8.1%	-6.9%	?	i	i	-25.1%	1.5%	-2.5%	?
Cc1ccc(NC(=O)CSc2n[nH]c(=O)n2C2CC2)cc1S(=O)(=O)N1CCOCC1	13.5%	-3.2%	12.1%	i	-46.9%[inhibitor]	16.3%	0.0%	-1.2%	-12.9%
CC(C)Oc1ccc(C(=O)NCC(c2ccc(N(C)C)cc2)N2CCc3ccccc32)cc1 (stereo not drawn)	1.7%	/	27.1%	/	-9.3%	-22.1%	1.9%	/	20.0%
COc1ccc(N2CCN(C(=O)CSc3nnc4c(C)cc5ccc(C)c(C)c5n34)CC2)cc1	10.3%	-1.5%	?	-118.9%*	-11.6%	-6.7%	1.7%	-3.2%	14.1µM*
Cc1ccc(C(=O)C2CCN(S(=O)(=O)c3c(C)noc3C)CC2)cc1	-3.4%	-1.1%	9.7%	i	-16.2%	3.1%	7.0%	-0.4%	13.7%
CCOC(=O)C1(Cc2ccccc2C)CCCN(C(=O)c2sccc2C)C1 (stereo not drawn)	-9.6%	3.5%	7.0%	i	-9.6%	10µM*	0.8%	0.0%	28.8%
C=CCOc1c(Cl)cc(CNc2ccc(N(C)C)cc2)cc1OC	2.7%	-5.0%	32.7%	i	-22.8%[57.5 µM]	-2.7%	-16.0%	15.8µM*	-8.4%
N#Cc1c(NCCCO)nc(NCc2ccccc2)c2c1CCN(Cc1ccccc1)C2	-38.7%[inhibitor]	1.6%	19.3%	i	i	?	145.7%[activator]	-2.1%	?
COC(=O)c1cc(COC(=O)c2cccnc2SC)oc1C	4.3%	11.1%	-1.1%	i	i	-7.3%	-7.7%	3.3%	?
O=C(O)COc1ccc(C(=O)Cc2ccc3c(c2)OCCCO3)c(O)c1	-3.8%	0.9%	-2.0%	i	29.2%[57.5 µM]	-27.2%	-13.2%	-2.2%	-12.1%
COC(=O)C1N[C@@H]([C@@H](NC(=O)COc2ccccc2)C(=O)NCc2ccccc2)SC1(C)C (stereo partly drawn)	-17.9%	1.1%	19.9%	i	i	-12.3%	2.1%	/	-0.7%
CC(C)c1ccc(NC2CCCN(C(=O)c3cnsn3)C2)cc1 (stereo not drawn)	10.3%	-0.6%	5.0%	i	-11.4%	?	-3.8%	0.2%	24.0%
OCCN(Cc1ccccc1)C(=S)Nc1ccc(F)cc1	3.4%	8.4%	18.1%	i	-29.9%	?	-7.3%	3.4%	3.2%
CCCCCCNC(=O)CCCCCNS(=O)(=O)c1ccc(OC)cc1	-27.0%	-3.2%	/	i	i	?	-15.2%	-0.8%	-6.4%
CC1CCCCC12NC(=O)N(CC(=O)NCc1cccs1)C2=O (stereo not drawn)	4.5%	0.3%	-46.7%	i	i	-9.9%	-4.3%	/	2.8%
